Screening results from PubChem.
SRC2 TRFRET art: counter-screen for PPARgamma SRC-2 recruitment agonists: TR-FRET artefact. TR-FRET ratio at 8 µM. hit rate 0.4% among 200,000. hits give high values; in the data active means TR-FRET ratio above about 2000; further: inactives centre near 1500; reference of the scale not given here
PPARg SRC3 recr: PPARgamma-driven SRC-3 recruitment agonism | AID 731 | activation, % at 8 µM | biochemical PPARgamma/SRC-3 coactivator recruitment assay | hit rate 0.26% among 200,000; in the data active means activation above about 23%;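 further: 0% = DMSO and 100% = reference agonist; some compounds past the cut are filed as inactive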
S1P3 antagonist: blocks the human S1P3 receptor; Q99500; CHO S1P3 NFAT-BLA reporter, FRET fluorescence, antagonist mode; inhibition, % at 4.98 µM; hit rate 0.27% among 170,000;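 active means inhibition above the plate cutoff, the mean inhibition of test wells on that plate plus 3 SD, cut at about 28% in these data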;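 further: cells challenged with S1P at its EC80 of 0.8 µM; blue over green emission ratio from cleaved BLA substrate after 4 h stimulation; 0% = S1P-stimulated wells and 100% = unstimulated DMSO-only wells; some compounds past the cut are filed as inactive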
Target sequence (Q99500 whole entry, looked up): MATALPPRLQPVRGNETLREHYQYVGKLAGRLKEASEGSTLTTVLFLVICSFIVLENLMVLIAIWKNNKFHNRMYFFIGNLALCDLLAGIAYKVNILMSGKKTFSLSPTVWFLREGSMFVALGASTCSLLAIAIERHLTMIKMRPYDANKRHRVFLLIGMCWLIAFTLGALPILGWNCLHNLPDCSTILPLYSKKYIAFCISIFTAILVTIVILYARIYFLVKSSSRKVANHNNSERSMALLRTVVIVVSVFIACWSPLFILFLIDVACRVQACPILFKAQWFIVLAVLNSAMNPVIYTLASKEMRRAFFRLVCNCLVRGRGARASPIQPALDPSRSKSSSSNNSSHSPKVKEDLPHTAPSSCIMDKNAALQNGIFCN
ROMK mod: human ROMK K+ channel modulation, primary screen; AID 1918; hit rate 2% among 130,000; Tet-inducible ROMK, thallium flux fluorescence; actives lie on both sides; B-score at 10 µM; P48048;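 active means signal ratio slope over the read window, or its plate-corrected B-score, at least 3 SD from the plate mean, either direction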;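 further: B-score of the F/F0 ratio slope over 7 to 12 s after thallium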
Target sequence (P48048 whole entry, looked up): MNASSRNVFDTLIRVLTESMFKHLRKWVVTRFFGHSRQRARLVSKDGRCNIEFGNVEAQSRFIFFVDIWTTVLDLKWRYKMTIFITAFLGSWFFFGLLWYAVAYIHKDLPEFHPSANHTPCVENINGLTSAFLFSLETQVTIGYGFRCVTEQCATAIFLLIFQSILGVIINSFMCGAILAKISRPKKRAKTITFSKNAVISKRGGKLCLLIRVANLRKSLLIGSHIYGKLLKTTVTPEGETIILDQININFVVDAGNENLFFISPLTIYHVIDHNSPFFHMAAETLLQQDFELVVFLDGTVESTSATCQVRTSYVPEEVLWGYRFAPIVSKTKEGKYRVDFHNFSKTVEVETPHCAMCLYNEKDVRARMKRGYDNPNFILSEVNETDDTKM
PPARg SRC-2 ag: promotes SRC-2 coactivator recruitment by human PPARgamma; P37231; PPARgamma LBD-SRC-2 recruitment, biochemical; activation, % at 8 µM; hit rate 0.34% among 200,000; AID 1032; in the data active means activation above about 22%;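 further: 0% = vehicle and 100% = reference agonist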
RAM network inh: inhibitors of the yeast RAM network; inhibition, % at 50 µM; S. cerevisiae dse1pr::URA3 reporter, 5-FOA growth OD615, 2 d; analog-sensitive cbk1-as2 kinase mutant strain; hit rate 1.8% among 190,000;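 active means inhibition above a set limit, 3 SD over mean compound inhibition, cut at about 8.4% in these data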;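 further: 0% = DMSO-only wells with no growth and 100% = 10 µM 1-NA-PP1 full growth; inhibition rescues growth on 5-FOA so higher OD means more RAM inhibition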
PPARg SRC1 recr: agonists of human PPARgamma SRC-1 coactivator recruitment | PPARgamma-SRC-1 coactivator recruitment biochemical assay | activation, % at 8 µM | P37231 | AID 631 | hit rate 0.41% among 200,000; in the data active means activation above about 19%;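 further: 0% = DMSO and 100% = reference agonist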
STAT3 inh: reduces IL-6 driven STAT3 reporter signal. inhibition, % at 5.5 µM. U3A cells, IL-6 STAT3-luciferase reporter, luminescence; host cell line lacks STAT1. hit rate 0.89% among 190,000;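 active means inhibition above the mean inhibition across all screened compounds plus 3 SD, cut at about 44% in these data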;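 further: 0% = DMSO only wells and 100% = 100 µM nifuroxazide control wells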
TLR4 MyD88 comp: inhibitors of human TLR4-MyD88 binding. O00206+Q99836. HeLa CL3-4 TLR4/MyD88 BLA complementation, FRET ratio. inhibition, % at 8.4 µM. hit rate 0.18% among 200,000; in the data active means inhibition above about 25%;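 further: 0% = vehicle and 100% = reference inhibitor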
STAT3 activator: increases IL-6 driven STAT3 reporter signal; U3A cells, IL-6 STAT3-luciferase reporter, luminescence; 100% = signal with IL-6 EC80 alone; activation (% of control), % at 5.6 µM; hit rate 0.91% among 190,000; AID 871;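 active means activation above the screen-wide mean of compound activation plus 3 SD, cut at about 130% in these data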;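 further: 0% = background luminescence of wells with medium and substrate only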
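Material: human U3A cells carrying STAT3-luciferase construct. Measured by: reporter luminescence signal. Timing: compound 1 h, then IL-6 6 h at 37 °C.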
STAT1 inh: inhibitors of IFN-gamma induced STAT1 signaling; NIH 3T3 STAT1-luciferase reporter, luminescence; inhibition, % at 5.5 µM; hit rate 0.35% among 200,000; AID 920;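 active means inhibition above a set limit, the mean inhibition across all tested compounds plus 3 SD, cut at about 34% in these data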;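 further: 0% = IFN-gamma with DMSO and 100% = IFN-gamma with 300 µM nifuroxazide; values of inactives mirror those of a sister screen read the other way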
Numbers without * were called inactive; . = not tested or not shown.

SMILES	SRC2 TRFRET art	PPARg SRC3 recr	S1P3 antagonist	ROMK mod	PPARg SRC-2 ag	RAM network inh	PPARg SRC1 recr	STAT3 inh	TLR4 MyD88 comp	STAT3 activator	STAT1 inh
Clc1ccc(Nc2nc3ccccc3n3nnnc23)cc1	1750	5.6	.	0.121	5.3	3.1	-5.7	0.0	-5.7	105.2	15.9
O=C(Nc1cc(Cl)ccc1Oc1ccccc1)c1ccccc1F	1432	-3.6	-15.2	.	-0.1	0.8	0.7	5.9	-6.5	99.5	15.3
CC1CCC(C(=O)NNC(=O)c2cc(-c3ccco3)[nH]n2)CC1 (stereo unspecified)	1389	1.3	-13.3	0.0629	-7.7	1.8	-5.2	16.1	-3.0	92.8	-8.8
N=c1sccn1CC(=O)Nc1cccc2ccccc12	1431	0.5	.	-1.13	1.4	1.4	-1.4	1.0	-5.0	104.1	4.5
CCn1c(SC(C)C(=O)NC2CCCc3ccccc32)nnc1-c1cccs1 (stereo unspecified)	1144	1.2	.	-1.58	1.2	0.6	-5.4	-4.5	-7.3	101.1	5.6
COc1cc(NC(=O)CSc2nc3ccccc3n2-c2ccccc2)c(C)cc1[N+](=O)[O-]	1440	5.5	2.5	0.202	1.2	5.7	2.1	-1.5	6.0	99.9	8.1
COc1ccccc1N1CCN(C(=O)CSc2nc(-c3ccco3)cc(C(F)(F)F)n2)CC1	1381	1.4	-4.6	-0.323	-3.2	1.1	6.0	-0.2	6.4	101.8	8.7
COc1cc(C2=NOC(C(=O)N3CCCc4ccccc43)C2)cc(OC)c1OC (stereo unspecified)	1760	-3.8	-29.4	.	8.2	1.1	17.1	6.5	-13.2	103.0	-1.1
CCCCN(C)C(=O)c1c[nH]c2ccc(S(=O)(=O)N3CCOCC3)cc2c1=O	1432	1.7	13.6	.	-1.3	0.0	-1.8	-7.8	4.2	106.5	-5.7
Cc1cc(C)c(C#N)c(N2CCCC2)n1	1512	14.9	-13.4	.	4.3	0.7	5.7	0.5	1.7	103.1	-2.2
CCOC(=O)N1CCN(c2ccc(Cl)cc2)CC1	1689	6.6	7.7	-0.111	1.5	1.1	4.5	20.2	-2.4	85.9	2.6
NS(=O)(=O)c1ccc(CCNC(=O)CCCCCn2c(=S)[nH]c3ccc(Br)cc3c2=O)cc1	1803	8.3	-11.7	0.283	14.1	2.3	4.8	6.3	-24.7	98.9	11.7
CN(C)S(=O)(=O)N(CC(=O)NCCSCc1ccccc1)c1ccccc1	1420	1.1	-4.5	-0.524	-0.2	0.9	5.8	-6.6	-14.6	110.4	-3.3
CCc1ccc(NC(=O)CSC2=C(C#N)C(c3ccc4c(c3)OCO4)CC(=O)N2)cc1 (stereo unspecified)	1455	-4.0	.	1.07	-4.1	.	0.8	10.5	-3.4	97.5	-1.6
C/C=C/CSc1nc2c(c(=O)[nH]c(=O)n2C)n1CCC	1506	-18.0	0.0	.	-3.5	1.9	-8.0	-6.3	-1.3	108.8	3.9
CCOC(=O)NC(=O)/C(C#N)=C\Nc1ccc(Cl)cc1Cl	1594	4.3	-22.8	-0.087	3.8	3.6	7.1	-7.5	2.0	107.2	-15.0
CC(C)(O)/C=C1/Oc2ccccc2C1N1CCCCC1 (stereo unspecified)	1632	2.3	1.4	.	-0.5	0.1	5.8	-5.7	2.5	104.8	-1.4
COCCCn1c(SCC(=O)O)nc2cc(OC)c(OC)cc2c1=N	1523	3.7	-15.6	0.467	2.4	1.5	0.2	9.2	-2.5	100.0	8.8
O=C(O)/C(=C1\OC(=O)c2ccccc21)c1ccccc1	1370	6.6	.	0.766	4.7	1.1	-2.9	21.1	-2.0	84.9	-7.4
CCc1ccccc1NC(=O)c1cccc(NC(=O)/C=C/c2ccco2)c1	1570	-0.8	5.8	.	-6.1	1.3	-8.4	-9.9	-8.7	108.1	-17.4

Reprinted from the part before: two compounds, followed by the next part.
SMILES	SRC2 TRFRET art	PPARg SRC3 recr	S1P3 antagonist	ROMK mod	PPARg SRC-2 ag	RAM network inh	PPARg SRC1 recr	STAT3 inh	TLR4 MyD88 comp	STAT3 activator	STAT1 inh
O=C(O)/C(=C1\OC(=O)c2ccccc21)c1ccccc1	1370	6.6	.	0.766	4.7	1.1	-2.9	21.1	-2.0	84.9	-7.4
CCc1ccccc1NC(=O)c1cccc(NC(=O)/C=C/c2ccco2)c1	1570	-0.8	5.8	.	-6.1	1.3	-8.4	-9.9	-8.7	108.1	-17.4
COC(=O)c1ccc2c(=O)n(Cc3ccc(C(=O)NC(C)C)cc3)c(=S)[nH]c2c1	1481	5.0	-7.0	0.96	5.9	1.2	9.9	5.5	4.4	99.5	-6.0
CCOc1cc(S(=O)(=O)NC2CC2)c(OCC)cc1-n1cnnn1	1423	-0.9	.	-0.805	4.4	1.9	2.4	13.6	0.9	93.1	-2.5
CCC(=O)N(Cc1ccc(S(N)(=O)=O)cc1)C1CC(=O)N(c2ccccc2)C1=O (stereo unspecified)	1668	2.6	5.5	1.05	7.7	2.2	12.1	7.8	-8.3	95.3	0.6
CC(=O)Nc1ccc(-c2cc(-c3ccccc3)nc(-c3ccccc3)n2)cc1	1435	0.5	-3.5	.	-8.8	5.0	-3.0	-5.3	-11.3	103.5	8.4
O=C(COc1ccc(Cl)cc1[N+](=O)[O-])N1CCCCC1	1670	2.5	-1.9	.	4.4	0.7	0.7	10.3	-2.8	97.1	-3.6
Cn1c2ccccc2c2c(C(=O)N3CCN(c4ccc(F)cc4)CC3)cn(C3CCCC3)c(=O)c21	1587	1.1	.	.	9.1	6.8	7.6	3.2	1.2	100.2	-12.9
CN(C)CCCO/N=C(\c1ccccc1)c1ccncc1	1670	-0.4	-1.4	1.13	7.8	1.1	7.1	3.3	-8.3	99.1	0.0
Cc1ccc(-n2ncc3c(=O)n(CC(=O)N4CCCCCC4)cnc32)cc1	1399	1.9	-47.4	0.309	0.2	3.0	3.5	-8.0	-4.4	110.9	-8.9
N=c1c(C(=O)NCc2ccccc2)cc2c(=O)n3ccccc3nc2n1Cc1ccco1	1303	-6.8	.	-0.355	1.2	-0.1	-4.9	15.0	11.1	93.2	0.6
NNC(=O)CC(=O)NC1(Cc2ccc(O)cc2)CCCCC1	1553	-2.3	-20.3	-0.0233	-1.6	1.6	-2.6	10.0	-21.9	94.3	-5.3
Cc1cc(NS(=O)(=O)c2ccc(Nc3nc(-c4sc(C)nc4C)cs3)cc2)no1	1523	-0.9	.	0.364	5.5	3.0	-0.3	-2.4	-11.7	100.7	-0.9
CCc1c(O)nc(SCC(N)=O)n(-c2ccccc2F)c1=O	1457	1.6	1.7	.	-1.9	1.4	1.8	-2.1	-5.0	106.6	1.7
CCOC(=O)C(C)Sc1nnc(NC(=O)c2cccc([N+](=O)[O-])c2C)s1 (stereo unspecified)	1678	3.6	-13.2	-0.145	9.9	2.5	4.3	4.4	-13.7	95.1	1.8
C=CCOC(=O)COc1ccc2c(C)c(C)c(=O)oc2c1	1647	-1.1	7.3	-2.1	16.6	0.7	3.4	8.0	-5.6	98.5	3.6
CC(Oc1ccccc1)C(=O)N1CCCc2ccccc21 (stereo unspecified)	1456	5.5	-13.3	.	1.7	-1.6	-1.0	0.2	-0.6	102.0	3.5
O=C(Nc1ccc2c(c1)OCO2)C1CC(c2ccccc2Cl)=NO1 (stereo unspecified)	1376	-7.9	12.2	-0.315	0.3	1.7	7.9	-17.3	-10.5	115.6	-25.3
CN(C(=O)CCc1nnc(CCCCc2ccccc2)o1)C1CC(C)(C)NC(C)(C)C1	1533	5.4	-7.7	0.0225	9.8	0.4	8.2	1.6	7.1	101.6	9.8
Cc1ccc(N2NC(=O)/C(=C\c3cc4c(cc3[N+](=O)[O-])OCO4)C2=O)cc1C	1632	0.9	0.9	-4.93*	19.1	-0.4	-2.5	-2.7	-6.4	100.2	5.4
CCOC(=O)Cc1nnc(NC(=O)c2ncn[nH]2)s1	1582	3.8	-15.4	.	4.1	1.2	7.0	9.6	-2.1	94.5	5.5
O=C(CNC(=O)/C=C/c1ccccc1)N=Nc1c(O)n(Cc2ccccc2)c2ccccc12	1624	0.3	-2.1	.	-2.1	6.0	-0.9	-4.9	5.5	103.7	-9.5
CC(C)n1c(O)c(N=NC(=O)C2COc3ccccc3O2)c2ccccc21 (stereo unspecified)	1480	-1.5	18.1	0.887	6.5	2.4	-1.3	-35.4	1.2	132.3	3.4
Cc1ccc(Cl)c(OCC(=O)Nc2ccc3c(c2)OCCO3)c1	1514	9.4	2.1	.	8.1	2.6	-1.5	8.2	-3.7	96.7	-25.1
COc1ccccc1-n1cnc2cc(NC(C)=O)ccc21	1531	4.1	-2.0	.	4.9	0.6	6.4	4.6	10.6	99.7	-2.8
Cc1c(C)[n+](=O)c2c(n1[O-])CCCCC2	1447	-8.9	-29.4	.	-4.3	0.9	-7.1	-7.1	12.1	110.0	2.5
COC(=O)C1=NN(c2ccccc2OC)C2C(=O)N(c3ccccc3OC)C(=O)C12 (stereo unspecified)	1462	1.5	-3.7	-1.26	14.4	2.3	-1.5	19.1	7.8	86.3	3.8
Cc1nc2scc(-c3cccs3)c2c(=O)o1	1642	2.0	-24.6	.	0.1	1.5	12.2	-2.7	11.0	106.9	-7.7
O=C(CC(C(=O)O)C1CCCO1)NCCc1ccc2c(c1)OCO2 (stereo unspecified)	1525	13.4	-48.9	.	10.8	0.5	8.1	14.8	-13.2	91.0	4.6
CCCOC(=O)/C(C)=N\NC(=O)c1ccco1	1525	7.1	.	0.891	2.3	0.3	2.5	-12.6	-25.9	110.8	-10.0
CCOc1ccc(C(=O)NCC(=O)OC(C)C(=O)NCc2ccco2)cc1OCC (stereo unspecified)	1467	-4.6	-1.6	-0.0366	-1.3	0.8	10.8	-4.4	-7.0	105.5	4.3
COc1ccc(C2=NCN(c3ccc(C)cc3)C(=S)N2)cc1	1622	1.6	.	1.02	5.0	2.2	6.3	-10.3	4.7	105.8	-14.0
O=C(O)/C=C\C(=O)Nc1ccc(Oc2ccc(Br)cc2)cc1	1537	-0.2	9.0	1.04	-1.1	1.5	-3.6	-6.9	5.1	108.0	-13.5
COc1ccc(CNC(=O)NC2CCCCC2)cc1	1353	-10.5	-24.6	.	-4.7	-0.8	-4.4	-0.7	-1.8	104.1	-8.2

As entered above.
`CC(C)n1c(O)c(N=NC(=O)C2COc3ccccc3O2)c2ccccc21` (stereo unspecified) in SRC2 TRFRET art is listed with 1480
`COc1ccc(C2=NCN(c3ccc(C)cc3)C(=S)N2)cc1` in STAT3 inh is listed with -10.3
`CCCOC(=O)/C(C)=N\NC(=O)c1ccco1` in PPARg SRC1 recr is listed with 2.5
`COc1ccc(CNC(=O)NC2CCCCC2)cc1` in S1P3 antagonist is listed with -24.6
